# CaV13 FRET inh = Primary screen for inhibitors of IQ motif and Ca2+-dependent inactivation inhibitor domain binding in CACNA1D, Förster resonance energy transfer in living cells, …. HEK cells, CFP/YFP FRET ICDI-IQ, plate reader, 10 min; percent FRET-ratio fall versus neutral wells. inhibition, % at 12.3 µM. 340,000 tested, 0.098% active. AID 743397;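 active = mean replicate inhibition of at least 30% and at least 1% of replicates passing that level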;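 also: 0% = median of the neutral control wells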
# HIF-2a block = HIF-2a reporter inhibitors, primary screen, luminescence, 786-0 RCC cells; 786-0 RCC cells HIF-2a reporter, luciferase luminescence, overnight; 360,000 tested, 0.72% active; inhibition, % at 18.8 µM;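 active = inhibition of the luminescence signal of 40% or more relative to plate controls, in a single-dose primary screen at 18.75 µM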
# Vif inh = HIV Vif self-association inhibitors, primary screen, imaging, HEK293T, single point | 340,000 tested, 0.35% active | inhibition, % at 7.49 µM | HEK293T cells, Vif self-association by quenched fluorescence, 24 h; in the data active = inhibition above about 50%, passing the limit was not always enough; also: some results filed as inactive read as strong as hits
# NR2E3 ag-1 = NR2E3 agonists in two-hybrid cells, primary screen, cell-based, luminescence, CHO-S, Gal4-NCOR/VP16-NR2E3. Photoreceptor-specific nuclear receptor (Homo sapiens), Q9Y5X4. luciferase. inhibition of corepressor binding, % at 3.98 µM. 360,000 tested, 0.35% active. AID 602229, 2012;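 active = inhibition above the mean of all tested compounds plus 3 SD, cut at about 70% in these data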;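 also: 0% = DMSO with NR2E3 transfected cells and 100% = cells lacking NR2E3 construct; higher means lower luciferase signal from less NR2E3 corepressor binding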
# Target sequence (Q9Y5X4 whole entry, looked up, the tested form may be a part): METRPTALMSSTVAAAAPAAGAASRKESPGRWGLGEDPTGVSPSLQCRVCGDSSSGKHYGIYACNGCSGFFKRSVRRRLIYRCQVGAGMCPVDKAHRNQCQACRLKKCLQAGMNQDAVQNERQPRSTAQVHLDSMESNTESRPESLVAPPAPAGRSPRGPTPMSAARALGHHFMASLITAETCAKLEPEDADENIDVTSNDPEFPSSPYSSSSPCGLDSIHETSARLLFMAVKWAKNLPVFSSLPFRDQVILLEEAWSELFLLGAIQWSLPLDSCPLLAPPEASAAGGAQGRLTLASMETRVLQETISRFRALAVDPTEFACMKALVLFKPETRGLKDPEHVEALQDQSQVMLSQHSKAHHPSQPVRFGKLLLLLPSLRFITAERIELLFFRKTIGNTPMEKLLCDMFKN
# CF NFkB inh = inhibitors of PAF-induced NF-kB signaling, primary screen, cell-based, GFP fluorescence, uHTS | KKLEB NF-kB-GFP reporter, GFP fluorescence overnight | inhibition, % at 5 µM | 360,000 tested, 0.86% active | AID 588850, 2011;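 active = at least 50% inhibition at 5 µM, scaled per plate between neutral and stimulator controls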;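 also: PAF is a Pseudomonas aeruginosa culture filtrate used as stimulus; plate controls were PAF-stimulated DMSO wells for no effect and unstimulated DMSO wells for full effect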
# TRPM1 prom inh = inhibitors of MITF-dependent TRPM1 promoter reporter, primary screen, cell-based, SK-MEL-5, single point, luciferase; inhibition, % at 12.5 µM; AID 488899, 2010; SK-MEL-5 TRPM1 promoter luciferase, 24 h; 330,000 tested, 0.83% active;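 active = mean inhibition across replicates of 60% or more, whatever share of single replicates reaches that level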; also: values of inactives mirror those of a sister screen read the other way
# KKLEB cytotox = cytotoxicity in KKLEB CF airway cells, primary screen, cytotoxicity control for CF NF-kB inhibitor project, cell-based, uHTS, fluorescence assay plates; KKLEB CF airway cells viability, ATPlite luminescence, overnight; hits give low values; cells stimulated with P. aeruginosa culture filtrate; 360,000 tested, 0.36% active; activity change (cytotoxicity), % at 5 µM; AID 602141, 2011;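 active = corrected activity change at or below -50% at 5 µM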
# NR2E3 ag-2 = inhibitors of NR2E3-RetCOR corepressor binding, primary screen, NR2E3 agonist project, biochemical, TR-FRET, GST-NR2E3, biotin-RetCOR. Photoreceptor-specific nuclear receptor (Homo sapiens), Q9Y5X4. 1536-well. inhibition of corepressor binding, % at 4.78 µM. 320,000 tested, 0.12% active. AID 2300, 2010;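 active = percent inhibition above the cutoff of mean plus 3 SD of all tested compounds, set per screening campaign, cut at about 20% in these data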;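 also: 0% = DMSO wells and 100% = biotin wells as full block of FRET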
#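 Material – GST-tagged NR2E3 plus biotinylated RetCOR corepressor · Quantity – NR2E3 fusion 1.35 nM · Times – 5 h incubation at 4 °C · Medium – pH 7.5 Tris-based buffer · Technique – TR-FRET, Eu(K)-anti-GST donor, streptavidin-D2 acceptor, ex 340, em 617/671 nm · Benchmarks – high control biotin, low control 0.6% DMSO · Format – 1536-well plates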
# Peg3 prom inh = Peg3 promoter-driven luciferase inhibitors, primary screen, cell-based, HeLa, luciferase luminescence; 360,000 tested, 1.7% active; inhibition, % at 20 µM; AID 588405, 2011; HeLa PEG-Prom luciferase reporter, overnight;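 active = inhibition of at least 50% at 20 µM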
# PDI turbidity = inhibitors of human PDI, primary screen, biochemical, turbidity, single point, plate reader | PDI insulin aggregation turbidity, A650, 90 min | inhibition, % at 10 µM | 350,000 tested, 0.052% active | Protein disulfide-isomerase (Homo sapiens), P07237;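 active = mean inhibition across replicates of 30% or more, whatever share of single replicates reach that level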;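 also: absorbance from insulin aggregation driven by PDI reduction with DTT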
# Target sequence (P07237 whole entry, looked up): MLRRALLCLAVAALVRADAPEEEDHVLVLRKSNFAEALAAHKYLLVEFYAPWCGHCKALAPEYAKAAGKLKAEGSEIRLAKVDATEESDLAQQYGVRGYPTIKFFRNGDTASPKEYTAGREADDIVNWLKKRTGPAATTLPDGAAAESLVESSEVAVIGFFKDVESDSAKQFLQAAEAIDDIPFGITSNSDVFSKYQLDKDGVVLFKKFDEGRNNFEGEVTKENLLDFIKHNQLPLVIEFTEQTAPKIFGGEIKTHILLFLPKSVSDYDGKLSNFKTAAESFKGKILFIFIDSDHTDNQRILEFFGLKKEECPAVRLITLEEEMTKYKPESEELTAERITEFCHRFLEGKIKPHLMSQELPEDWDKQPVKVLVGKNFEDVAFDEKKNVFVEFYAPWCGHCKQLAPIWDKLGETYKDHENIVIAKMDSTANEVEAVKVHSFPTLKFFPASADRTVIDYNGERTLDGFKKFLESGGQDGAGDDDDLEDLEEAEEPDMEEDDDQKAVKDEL
# Shn3 3UTR inh = reduction of Shn3 3'UTR firefly luciferase signal, primary screen, Schnurri-3 inhibitor project, cell-based, Clone20 osteoblasts, set 2. inhibition, % at 12.5 µM. Clone20 osteoblast Shn3 3'UTR firefly luciferase, 24 h. 360,000 tested, 0.52% active;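 active = mean inhibition of at least 75% with every replicate also reaching 75%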;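 also: 0% = median of neutral control wells and 100% = pilot-screen positive control compound; some compounds past the cut are filed as inactive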
# The depositor's hits bear a star; nt = not tested or not shown.
SMILES,CaV13 FRET inh,HIF-2a block,Vif inh,NR2E3 ag-1,CF NFkB inh,TRPM1 prom inh,KKLEB cytotox,NR2E3 ag-2,Peg3 prom inh,PDI turbidity,Shn3 3UTR inh
Cc1ccc2nc(-c3ccc(SCC(=O)O)nc3)[nH]c2c1,-5.9,-18.2,7.9,-35.5,1.1,8.2,6.3,0.6,23.1,18.0,-7.6
COC(=O)C1=C(Nc2ccc(C)cc2)C=C(C)C(C(=O)OC)C1c1ccc(OC)cc1 (stereo unspecified),-5.3,16.4,22.3,2.8,16.5,28.5,-6.6,0.9,17.2,-4.1,6.3
COc1ccc(C(=O)NNC(=O)C(NC(=O)c2ccccc2NC(=O)c2ccco2)C(C)C)cc1 (stereo unspecified),1.4,11.1,5.9,-43.1,-4.6,11.7,5.4,1.1,6.0,7.0,-17.7
CCN1C(=O)C(O)(CC(=O)C(C)(C)C)c2cc(Br)ccc21 (stereo unspecified),-4.8,20.9,17.1,-1.9,-5.3,3.6,2.6,0.7,7.8,1.3,-2.0
COc1ccc(-n2c(SCC(=O)O)nc3sc4c(c3c2=O)CCCC4)cc1,-2.2,14.1,17.4,5.7,6.9,11.0,-1.1,2.1,-1.3,-1.4,20.6
O=C1Nc2ccc3sc4ccccc4c3c2C1=O,-20.9,-8.3,-0.2,-15.6,-128.8,nt,9.8,4.0,-31.5,-1.5,-21.2
O=C1CCC(C(=O)N2CCN(c3ccccc3)CC2)CN1Cc1ccc(Cl)cc1 (stereo unspecified),-5.4,-0.7,-6.1,-22.0,11.3,nt,-8.6,nt,-6.2,-3.7,-9.0
CC(C)CCNC(=O)C1C2C=CC3(CN(Cc4ccccc4Cl)C(=O)C13)O2 (stereo unspecified),-6.6,13.5,11.7,-3.5,-14.9,1.0,-0.8,7.2,-0.5,-10.3,-2.0
COc1cccc(OC)c1C(=O)Nc1ccc(CN2CCOCC2)cc1,nt,6.8,-1.8,11.6,-10.4,6.1,1.0,-2.1,4.8,0.0,2.7
COC(=O)CNC(c1ccccc1)c1cc(Br)ccc1NC(C)=O (stereo unspecified),-2.1,-10.0,-3.7,-18.0,-11.8,3.3,-4.8,-4.1,2.5,1.2,-13.4
CCC(C)[C@H](NC(=O)NC1CCCc2ccccc21)C(=O)O (stereo partly specified),-8.2,13.5,0.5,15.9,-0.5,3.5,-2.7,3.1,2.0,5.9,5.8
O=C(NCCCO)C(=O)Nc1cc2c3c(c1)CCC(=O)N3CCC2,-15.5,15.9,-19.4,-15.2,-17.2,4.6,10.5,-1.5,2.2,5.0,-7.6
CCCCC1=C(C(=O)OCC)C(C(=O)OCC)Oc2ccccc21 (stereo unspecified),-5.4,-3.5,0.0,6.7,12.0,9.2,7.1,nt,7.0,2.7,-2.6
CCn1c(SCC(=O)NC2CCCC2)nnc1-c1ccccn1,-1.0,7.1,6.8,-28.8,-3.2,2.4,-2.4,6.8,13.9,5.5,-0.4
Cn1cccc1/C=C(\C#N)C(N)=S,-0.4,9.3,-1.1,22.3,17.5,11.6,4.6,0.5,2.6,-8.5,0.7
CCCc1nc2c([nH]1)c(=O)n(C)c(=O)n2C,-17.8,13.9,6.1,6.6,-7.8,-14.7,5.1,0.2,2.2,17.0,1.6
O=C1NC(=O)/C(=C\c2ccc(N3CCOCC3)o2)N1,-5.0,-12.4,0.8,13.6,4.9,-1.0,2.3,1.1,-10.0,-5.9,-4.0
CCOC(=O)C1=C(CSc2nc3c(cc2C#N)CN(C)CC3)OC(N)=C(C#N)C1c1ccncc1 (stereo unspecified),-4.6,-25.1,0.2,-3.2,-15.3,-4.2,-6.4,0.8,19.7,-0.4,-2.0
Cc1cc(C)c(C)c(S(=O)(=O)N2CCN(c3ncnc4sc(C)c(C)c34)CC2)c1C,nt,10.9,-5.7,-14.6,12.0,-1.9,-8.7,-1.4,9.9,-0.5,3.4
COc1cc(C(=O)OCC(=O)c2cc(C)n(C)c2C)cc(OC)c1OC,-4.0,-1.1,-1.2,-32.9,17.0,10.2,-20.1,-0.7,18.1,1.6,4.7
O=C1C=C(c2cccc(CO)c2)C[C@@H](c2ccc(F)cc2)C1,-9.4,-11.1,4.8,-0.4,11.6,6.2,-16.5,-1.8,-1.3,6.0,1.1
CCOc1cccc(/C=C(\C#N)C(=O)NC2CC2)c1,-5.3,-17.7,1.7,-12.6,-7.3,5.3,-5.8,-5.5,-54.1,13.7,-5.5
Cc1cc(C)n(-c2n[nH]c(=O)c3ccccc23)n1,-3.4,6.4,-2.1,-8.9,-4.9,4.4,-0.5,-2.6,5.5,8.5,-3.8
COc1ccc(C(=O)Nc2ccc(S(=O)(=O)NC(C)(C)C)cc2)cc1[N+](=O)[O-],-5.2,20.1,-8.8,-2.7,2.0,2.6,0.2,-1.9,18.4,0.5,28.8
C=CCOc1ccc(C2c3c(oc4ccccc4c3=O)C(=O)N2CCCN2CCOCC2)cc1 (stereo unspecified),nt,-18.7,7.9,-15.2,-6.7,-16.5,3.3,3.5,-7.5,-1.1,-27.1
Cc1cc(C)n(-c2ccc(C(=O)NCc3ccc(F)cc3)cc2)n1,-1.4,12.2,6.8,-28.5,5.4,-12.6,-6.4,2.2,8.6,-0.7,2.0
O=C(c1cc(-c2ccc(Cl)cc2Cl)on1)N1CCN(C(=O)c2ccco2)CC1,nt,-42.5,nt,-11.3,9.1,0.5,-4.5,-0.7,-83.8,-0.3,-39.0
Clc1ccc2nc(-c3ccccc3)nc(C(Cl)Cl)c2c1,2.7,57.1*,nt,-17.0,38.2,90.9*,5.0,nt,107.0*,-2.0,54.4
COc1ccc(C)cc1NC(=O)CCN1CCCC1,nt,5.1,1.3,0.7,-0.6,16.8,2.8,-0.5,5.5,1.7,-17.7
COC(=O)CNC(=O)c1cccc(-c2ccc(OC)cc2)c1,-5.8,-46.7,0.8,-38.8,-9.5,-6.1,16.9,5.2,-14.9,3.0,-13.1
CN(C)/C=N/N(C)c1ncccc1[N+](=O)[O-],-14.5,8.9,3.1,31.1,23.2,6.9,-13.6,-0.3,7.0,2.6,3.1
CCOC(=O)c1sc(NC(=O)CN2C(=O)NC3(CC(C)CC(C)(C)C3)C2=O)cc1C (stereo unspecified),-6.9,10.1,nt,4.1,3.1,-5.6,6.6,1.2,6.0,-8.7,47.5
O=C(O)C1CCN(C(=O)c2ccccc2Cl)CC1,-1.1,19.7,-7.6,-19.1,0.1,6.2,0.4,1.6,-3.2,1.6,-7.3
O=C(/C=C/c1ccc(Cl)cc1Cl)N(Cc1ccccc1)C1CCS(=O)(=O)C1 (stereo unspecified),-5.6,-5.0,0.3,nt,-1.9,5.6,-10.8,-1.0,9.2,6.8,13.0
COc1ccccc1N1CCN(C(=O)CSc2nnc(NC(=O)C3CC3)s2)CC1,-4.7,7.5,8.7,2.4,16.8,5.1,0.0,0.9,4.2,-9.3,7.7
N#CCCn1cc(C(=O)NCc2ccccc2)c(-c2cccs2)n1,-4.3,18.1,-5.8,-42.1,2.8,17.3,0.4,-0.1,7.9,5.0,12.8
O=C(NCCOC(=O)c1ccc(Cl)c(S(=O)(=O)N2CCCCC2)c1)c1ccncc1,nt,10.4,4.5,-24.8,5.5,0.5,-7.0,2.2,18.5,-6.7,9.5
COc1ccc2c(Cl)cc(NC(=O)Nc3c(C)cccc3C)nc2c1,-15.1,14.4,7.6,-14.8,12.2,nt,-6.2,nt,21.1,-10.1,-17.6
Cc1c(CN2CCC(Oc3ccc(C(=O)N4CCCCC4)cc3)CC2)cnn1C,-3.7,6.7,-13.5,-16.8,-17.3,-6.2,11.2,-1.0,8.0,-2.5,-8.3
O=C(NCc1ccccc1)c1c[nH]c2cc3c(cc2c1=O)OCCO3,-8.0,-168.9,6.4,-102.2,4.8,-38.6,-11.6,1.1,-202.9,2.5,-95.4
CCOC(=O)c1nnn(-c2nonc2N)c1CSc1nnc(N)s1,-2.5,16.4,29.2,1.4,13.5,6.5,-2.1,6.3,10.0,0.3,17.6
Nc1nc(NCCN2CCOCC2)nc(NCc2ccccc2)c1[N+](=O)[O-],-14.5,26.9,0.7,2.9,19.4,5.5,-3.6,0.4,29.5,-1.7,0.6
CC(C)(C)c1cc(NC(=O)c2cc(F)c(F)c(F)c2F)no1,nt,-41.6,5.7,-14.2,-6.4,-21.0,4.1,0.9,-45.1,-4.5,8.5
Cc1ccccc1NC(=O)c1ccc(-c2ccc(Cl)cc2Cl)o1,-1.3,-176.9,nt,-17.7,-3.7,-4.8,-12.2,2.2,-78.4,1.4,-16.1
S=C(Nc1ccc(Cl)cc1)NC1CC2CCCC(C1)N2C1CCCC1 (stereo unspecified),nt,-8.9,-7.9,-39.3,-17.2,-8.5,-16.2,5.0,7.8,-2.7,-4.7
CC1=NN(C(=O)CCc2ccc3c(c2)OCO3)C(O)(C(F)(F)F)C1 (stereo unspecified),-4.8,10.1,18.9,-17.4,6.8,8.0,7.0,-0.7,9.6,-11.1,17.2
O=C(Nc1ccccc1)C1CC(=O)n2ncnc2N1 (stereo unspecified),-7.3,-5.0,nt,-7.1,-21.1,5.6,2.1,-4.6,0.3,-7.2,-9.4
CN(C)S(=O)(=O)c1ccc(N2C(=O)CC2(/C=C/c2ccccc2)C(=O)NC2CCCC2)cc1 (stereo unspecified),-3.2,11.0,6.8,14.9,-4.1,5.7,-0.2,2.1,9.0,2.4,23.9

# Of the compounds above, 2 contain bromine.
SMILES,CaV13 FRET inh,HIF-2a block,Vif inh,NR2E3 ag-1,CF NFkB inh,TRPM1 prom inh,KKLEB cytotox,NR2E3 ag-2,Peg3 prom inh,PDI turbidity,Shn3 3UTR inh
CCN1C(=O)C(O)(CC(=O)C(C)(C)C)c2cc(Br)ccc21 (stereo unspecified),-4.8,20.9,17.1,-1.9,-5.3,3.6,2.6,0.7,7.8,1.3,-2.0
COC(=O)CNC(c1ccccc1)c1cc(Br)ccc1NC(C)=O (stereo unspecified),-2.1,-10.0,-3.7,-18.0,-11.8,3.3,-4.8,-4.1,2.5,1.2,-13.4
